# KCNQ2 inh – KCNQ2 potassium channel inhibitors, primary screen, cell-based, CHO-K1, FluxOR thallium flux, B-score (AID 2156); O88943; 20 min; hits give low values; B-score at 10 µM; actives 1.1% (n = 310,000);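 active means fluorescence ratio B-score at most minus 3 library SDs, with starting brightness B-score within 2 library SDs, cut at about -5.5 in these data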
# Kir21 inh – Kir2.1 (mouse) channel inhibition; B-score at 10 µM; HEK293-Kir2.1, FluxOR thallium flux fluorescence; hits give low values; actives 0.85% (n = 310,000); P35561; AID 1672;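 active means fluorescence ratio B-score at or below minus 3 SD of library scores, with starting-brightness B-score within 2 SD, cut at about -4.2 in these data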;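 further: channel flux triggered by added potassium and thallium sulfate stimulus; B-score of peak minus minimum fluorescence over baseline after thallium stimulus; more negative B-score means stronger Kir2.1 block with less thallium influx; some compounds called inactive have numbers as strong as hits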
# Target sequence (P35561 whole entry, looked up): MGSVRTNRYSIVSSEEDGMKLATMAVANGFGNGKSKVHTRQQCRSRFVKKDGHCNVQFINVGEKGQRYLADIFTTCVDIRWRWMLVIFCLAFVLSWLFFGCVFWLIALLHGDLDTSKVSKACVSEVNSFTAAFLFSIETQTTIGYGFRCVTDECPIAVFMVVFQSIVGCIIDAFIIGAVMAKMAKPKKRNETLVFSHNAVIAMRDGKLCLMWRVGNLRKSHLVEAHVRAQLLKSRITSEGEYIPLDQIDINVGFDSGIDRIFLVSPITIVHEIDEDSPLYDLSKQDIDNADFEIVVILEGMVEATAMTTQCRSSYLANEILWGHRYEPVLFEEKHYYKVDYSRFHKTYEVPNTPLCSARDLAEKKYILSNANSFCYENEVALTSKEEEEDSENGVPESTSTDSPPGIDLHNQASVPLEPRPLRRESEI
# * = called active by the depositor; i = inactive.
# The first three records, to show the layout:
Kir21 inh	KCNQ2 inh	canonical_smiles
1	i	CC(C)(C)NC(=O)C1CCCN(S(=O)(=O)c2cccc3cccnc23)C1 (stereo not drawn)
0.3	i	C=CCc1c(C)nc2c(C(=O)O)cnn2c1C
-0.11	i	COc1cccc(NC(=S)/C(=C(\[O-])c2ccc(OC(F)F)cc2)[n+]2ccccc2)c1

# The list itself (from the top)
Kir21 inh	KCNQ2 inh	canonical_smiles
1	i	CC(C)(C)NC(=O)C1CCCN(S(=O)(=O)c2cccc3cccnc23)C1 (stereo not drawn)
0.3	i	C=CCc1c(C)nc2c(C(=O)O)cnn2c1C
-0.11	i	COc1cccc(NC(=S)/C(=C(\[O-])c2ccc(OC(F)F)cc2)[n+]2ccccc2)c1
-0.27	i	CC(C)[C@H](NC(=O)c1ccccc1F)C(=O)NCCc1ccccc1
0.32	i	Cn1c(Cn2c(=O)sc3ccccc32)nnc1SCC(N)=O
-0.56	i	NC(=O)C(c1ccc(Cl)cc1)c1ncc(C(F)(F)F)cc1Cl (stereo not drawn)
-0.82	i	CCOC(=O)CNC(=O)N1CCC(CCC(=O)N(C)Cc2ccccc2)CC1
1.8	i	Cn1c(SCC(=O)N2CCCCCC2)nc2c(c1=O)SCC2
-0.62	i	COc1ccc(-c2c(C#N)c(C)nc3c2C(=O)c2ccccc2-3)cc1
-0.72	i	C#CCn1c(=NC(=O)c2ccc(Br)s2)sc2cc(NC(C)=O)ccc21
0.42	i	O=S(=O)(Nc1ncccc1O)c1ccc(Cl)cc1
1.6	i	O=C(OCc1ccc(F)cc1)c1cccnc1Cl
0	i	Cc1ccc(OCCn2cnc(Cl)c2Cl)cc1
1.4	i	COc1ccc(-n2c(SCC(=O)Nc3ccc(Cl)cc3)nc(O)c(Cc3ccccc3)c2=O)cc1
0.85	i	Clc1ccccc1Cc1noc(CN2CCN(c3cnccn3)CC2)n1
-1.2	i	O=C(NCc1ccccc1F)c1ccc2c(c1)OCO2
0.62	i	O=C(COC(=O)c1ccc(F)cc1)NCCc1ccc(F)cc1
-0.04	i	O=S(Cc1cc(Sc2ccccc2)nc(-c2ccccc2)n1)c1ccccc1 (stereo not drawn)
-0.84	i	O=C(NCCc1ccncc1)Nc1ccc(Cl)cc1
-4.3*	i	Cc1cc(OCCN2CCCC2)cc(C(C)C)c1
0.03	i	CCCc1cc(=O)oc2cc(C)cc(OC(=O)c3ccco3)c12
0.32	i	COc1ccc(C(C(=O)NCc2ccccc2)N(C(=O)c2snc(C(N)=O)c2N)C2CCCC2)cc1O (stereo not drawn)
-0.82	i	Nc1cc(=O)[nH]c(SCC(=O)Nc2cc(S(=O)(=O)N3CCOCC3)ccc2Cl)n1
2.1	i	COc1ccccc1-c1cc(C(=O)Nc2sc3c(c2C#N)CCC(C)C3)c2ccccc2n1 (stereo not drawn)
-1.2	i	Cc1[nH]c2ccccc2c1SCC(=O)N1CCC(C)CC1
-1	i	CCCc1cc(=O)n2[nH]c(C)c(-c3ccc(Cl)cc3)c2n1
1.1	i	CC(NC(=O)c1ccccc1[N+](=O)[O-])C1CC2CCC1C2 (stereo not drawn)
-0.62	i	COc1cccc(/C=N/NC(=O)CNC(=O)c2ccc(S(=O)(=O)N3CCOCC3)cc2)c1OC
-1.8	i	CCc1ccc(/C=C2/SC(=S)N(CCC(=O)NCCCN3CCOCC3)C2=O)cc1
-0.37	i	O=C(O)c1[nH]c2ccccc2c1CC(=O)N1CCN(c2ccccc2)CC1
-1.1	i	CC(C)(C)c1ccc(C(=O)Nc2ccc(Oc3cccnc3)nc2)cc1
1.8	i	Cc1nc2ccccc2c2oc(C(=O)N3CCN(c4ccc([N+](=O)[O-])cc4)CC3)cc12
-1	i	NNC(=O)c1ccc2[nH]c3c(c2c1)CCCC3
-3	i	Cc1n[nH]c(C)c1S(=O)(=O)N1CCc2ccccc21
1.8	i	COc1ccc(NC2CCCN(C(=O)CSc3ccccc3)C2)cc1OC (stereo not drawn)
-0.1	i	COc1cc(O)c(C(CCN2CCN(c3ccccc3)CC2)c2ccc3c(c2)OCO3)c(OC)c1 (stereo not drawn)
0.63	i	Cc1nn(C)c(NC(=O)c2ccc([N+](=O)[O-])cc2)c1Cl
0.45	i	CN(C)S(=O)(=O)c1ccc2c(c1)nc(CCC(=O)Nc1ccc(N3CCOCC3)cc1)n2C
-1.8	i	CC(C)C(NC(=O)c1cccc(S(=O)(=O)N2CCOCC2)c1)C(=O)NCCc1ccccn1 (stereo not drawn)
-1.3	i	Cc1ccc(NC(=O)C(C)S)cc1 (stereo not drawn)

# 7 entries picked at random from those above, as already listed:
Kir21 inh	KCNQ2 inh	canonical_smiles
0.32	i	COc1ccc(C(C(=O)NCc2ccccc2)N(C(=O)c2snc(C(N)=O)c2N)C2CCCC2)cc1O (stereo not drawn)
2.1	i	COc1ccccc1-c1cc(C(=O)Nc2sc3c(c2C#N)CCC(C)C3)c2ccccc2n1 (stereo not drawn)
1.1	i	CC(NC(=O)c1ccccc1[N+](=O)[O-])C1CC2CCC1C2 (stereo not drawn)
-0.37	i	O=C(O)c1[nH]c2ccccc2c1CC(=O)N1CCN(c2ccccc2)CC1
-1	i	NNC(=O)c1ccc2[nH]c3c(c2c1)CCCC3
0.45	i	CN(C)S(=O)(=O)c1ccc2c(c1)nc(CCC(=O)Nc1ccc(N3CCOCC3)cc1)n2C
-1.8	i	CCc1ccc(/C=C2/SC(=S)N(CCC(=O)NCCCN3CCOCC3)C2=O)cc1

# Next records follow:
Kir21 inh	KCNQ2 inh	canonical_smiles
0.06	i	COc1ccc(C2NCCC3(O)CCCCC23)c(OC)c1OC (stereo not drawn)
0.9	i	CC(=O)Nc1cc[n+](CC(=O)c2cccc([N+](=O)[O-])c2)cc1
-0.25	i	CCCCN(C)CCNC(=O)CCNC(=O)Cn1ccc2ccccc2c1=O
0.01	i	Cc1c(NC(=O)C(C)OC(=O)COc2cccc3c2OC(C)(C)C3)c(=O)n(-c2ccccc2)n1C (stereo not drawn)
-0.02	i	NC(=O)NC(=O)C(OC(=O)CCNS(=O)(=O)c1ccccc1)c1ccccc1 (stereo not drawn)
-0.79	i	O=C(CN1C(=O)COc2ccccc21)NCCN1CCc2ccccc2C1
-0.12	i	COc1cccc(CC(=O)OCC(=O)N2CCN(c3ccc(F)cc3)CC2)c1
-1.6	i	NS(=O)(=O)c1ccc2nc(NC(=O)Nc3ccccc3F)sc2c1
-0.09	i	O=C(CCCc1nc(-c2ccccc2Cl)no1)NC1CCCC1
-1.1	i	COc1ccc(N(CC(=O)N/N=C/c2ccc(C(=O)O)cc2)S(=O)(=O)c2ccc(NC(C)=O)cc2)cc1
-0.15	i	O=C(CSc1nnc(-c2ccccc2)c(-c2ccccc2)n1)NCc1ccco1
0.11	i	COc1cc(S(=O)(=O)n2ccc(C)n2)c(OC)cc1Cl
0.43	i	CCN(CC)CCN1C(=O)C(=O)/C(=C(/O)c2c(C)[nH]c(C(=O)OC)c2C)C1c1ccc(C)o1 (stereo not drawn)
0.01	i	O=S(Cc1ccc(Cl)cc1)CC(O)COCc1ccc(Cl)cc1 (stereo not drawn)
-0.4	i	COc1ccccc1CNC(=O)C(C)NS(=O)(=O)c1ccccc1 (stereo not drawn)
-1	i	O=C(COC(=O)[C@@H]1CCCN1S(=O)(=O)c1ccc(Cl)cc1)NC1CCS(=O)(=O)C1 (stereo partly drawn)
1.1	i	c1ccc(-c2noc(CN3CCc4sccc4C3)n2)cc1
0.64	i	O=C(COC(=O)CNC(=O)c1ccco1)Nc1ccccc1OC(F)F
-0.92	i	Cc1ccc2[nH]c(=O)c(CC(=O)O)c(-c3ccccc3)c2c1
0.09	i	CC(C)[C@H](NC(=O)c1ccccc1F)C(=O)Nc1ccc(F)c(F)c1
-0.04	i	COc1ccc(OC)c(Cc2nnc(CCC(=O)NC3CCCC3)o2)c1
-0.1	i	CCC1=NN(C(=O)Cc2ccccc2)C(O)(c2ccncc2)C1 (stereo not drawn)
0.79	i	COc1cc(/C=N/OCC(=O)NC2CCCCC2C)ccc1OCc1ccc(Cl)cc1 (stereo not drawn)
0.57	i	Cc1cnc(C(=O)Nc2ccc(N3CCCCC3)cc2)cn1
-0.41	i	Nc1ccc(C(=O)c2ccccc2C(=O)O)cc1Cl
-3.1	i	O=C(Cc1ccccc1)NCCSCc1ccco1
-1.5	i	O=C(NCc1ccco1)C1(c2ccc(Br)cc2)CCCC1
0.5	i	Cc1nc(N[C@@H](Cc2ccccc2)C(=O)O)c2oc3ccccc3c2n1
-0.09	i	O=C(NCCCCCCNC(=O)c1ccccc1O)c1ccccc1O
1	i	O=C(NCc1cccc(C(F)(F)F)c1)c1ccc(=O)[nH]c1
-0.24	i	O=C(c1c[nH]c(=O)n(-c2ccccc2)c1=O)N1CCc2ccccc21
0.08	i	COc1ccc(NC(=O)c2oc3ccccc3c2NC(=O)C2CC2)cc1
1.3	i	CCOC(=O)C1=NN(C(=O)c2cccc(Br)c2)C(O)(C(C)(C)C)C1 (stereo not drawn)
-0.01	i	O=C(CC1C(=O)N(c2ccc(F)cc2)C(=O)N1Cc1ccccn1)Nc1ccccc1 (stereo not drawn)
-0.09	i	CC(=O)Nc1ccc(NCN2C(=O)C3C4CCC(C4)C3C2=O)cc1 (stereo not drawn)
0.12	i	COc1cc(/C=C/C(=O)O)ccc1S(=O)(=O)N1CCCc2ccccc21
-0.92	i	NCCNc1ccc([N+](=O)[O-])c(NC2CC2)c1
-0.29	i	Cc1cc(C)c2nc(-c3ccccn3)cc(C(=O)NCc3ccc(S(N)(=O)=O)cc3)c2c1
-1.3	i	COc1ccc(NC(=O)CSCc2cc(=O)n3nc(C4CC4)sc3n2)cc1
1.1	i	O=C(O)CCCC(=O)N1N=C(c2ccccc2)CC1c1ccc2nccnc2c1 (stereo not drawn)
-0.69	i	CC(C)(CO)NS(=O)(=O)c1ccc2c(c1)C(=O)c1cc(S(=O)(=O)NC(C)(C)CO)ccc1-2
-0.28	i	CN(C(=O)COC(=O)CN1C(=O)c2ccccc2C1=O)c1c(N)n(Cc2ccccc2)c(=O)[nH]c1=O
0.43	i	CNc1nc(C23CC4CC(CC(C4)C2)C3)cs1
0.53	i	O=S(=O)(Oc1ccccc1)c1cccnc1
0.27	i	Cc1onc(-c2ccccc2Cl)c1C(=O)N(C)CC(=O)Nc1ccc(F)c(F)c1F
-0.02	i	Cc1ccc(S(=O)(=O)Oc2ccc(C3C4=C(CCCC4=O)OC4=C3C(=O)CCC4)cc2)cc1
-0.03	i	CCCNC(=O)c1ccc(COc2ccc(Cl)cc2)o1
-0.3	i	CCCCn1nnc(N(C(=O)c2cccs2)C(=O)c2cccs2)n1
0.44	i	O=C(CSc1nnc(COc2cccc3cccnc23)o1)N1CCc2ccccc21
0.78	i	CC(=O)Nc1ccc(C(=O)N(C)c2ccccc2)cc1
-1.5	i	CC(C)(C)n1nnnc1C(c1ccncc1)N(Cc1ccccc1)Cc1ccco1 (stereo not drawn)
1	i	O=C1C(=O)N(CCN2CCOCC2)C(c2cccnc2)/C1=C(/O)c1ccc(Cl)cc1 (stereo not drawn)
1.9	i	Cc1ccnc(NS(=O)(=O)c2ccc(NS(=O)(=O)c3cc(Cl)ccc3Cl)cc2)n1
0.88	i	CCOC(=O)N1CCC(N2C(=O)c3ccc(C(=O)NCc4ccco4)cc3C2=O)CC1
-0.76	i	Cc1cc(Cl)ccc1OCCCC(=O)NCCN1C(=O)S/C(=C\c2cccnc2)C1=O
1.3	i	CC1(C)CC(=O)C(N=Nc2cccc([N+](=O)[O-])c2)=C(O)C1
0.66	i	CC(C)C(NS(=O)(=O)c1ccccc1)C(=O)NC1CCCC1 (stereo not drawn)
-2.6	i	CC(=O)c1cccc(NC(=O)C2CC(=O)N(c3cccc(C)c3C)C2)c1 (stereo not drawn)
0.1	i	Cc1ccc(/C=C2\SC(=S)N(CCC(=O)NNS(=O)(=O)c3ccccc3)C2=O)cc1
0.63	i	CCN(CC)CCNC(=O)/C(=C\c1cccn1C)NC(=O)c1cccs1

# More structures
Kir21 inh	KCNQ2 inh	canonical_smiles
1.1	i	O=C(NNc1c(Cl)cc(Cl)cc1Cl)c1n[nH]c(=O)c2ccccc12
-2	i	COc1ccc(S(=O)(=O)NCC(=O)N(CC(=O)NCC2CCCO2)c2ccccc2C)cc1 (stereo not drawn)
0.17	i	CCN(CC)C(=O)CSc1nnc(-c2ccco2)n1N
-0.06	i	CC1=NN(c2nc(-c3ccccc3)cs2)C(=O)C1
1.2	i	CCCCn1c(N(CCOC(C)=O)C(C)=O)nc2ccccc21
2.1	-5.7*	Cc1ccc(N=Nc2ccc(O)cc2)c(Br)c1
1.2	i	Cc1onc(-c2c(F)cccc2Cl)c1C(=O)N(C)C1CCCCC1
0.01	i	CCOc1ccccc1CN1CCN(CC2=Cc3cc(OC)ccc3OC2)CC1CCO (stereo not drawn)
0.66	i	O=C(Nc1nc2ccccc2[nH]1)c1cccc(Cl)c1
-0.79	i	COc1ccc(/C=C/C(=O)NCc2cnn(C)c2C)cc1COc1ccc(Br)cc1
-1	i	CCC(C)NC(=O)CSc1ccc(NC(C)=O)cc1 (stereo not drawn)
-2.2	i	COc1ccc(OCCSc2nnc(Cc3cccc4ccccc34)n2N)cc1
0.35	i	Cc1cc(NC(=O)CSCC(=O)NCc2cccc(C(F)(F)F)c2)no1
-0.01	i	COC(=O)C1=C(C)C(c2ccc(OC)cc2OC)NC(=O)N1 (stereo not drawn)
-0.28	i	COc1ccc(NC(=O)CC(C)(C)C)c([N+](=O)[O-])c1
-0.68	i	CC1CCN(C(=O)CCCOc2cc(=O)n(C)c3ccccc23)CC1
-0.32	i	CN1CCN(c2ccc(NC(=O)c3cccc(OCc4ccccc4)c3)cc2)CC1

# Kir21 inh: hit marks shown above.
Kir21 inh	KCNQ2 inh	canonical_smiles
-4.3*	i	Cc1cc(OCCN2CCCC2)cc(C(C)C)c1

# Record cards, from the list above. Values in the order: Kir21 inh	KCNQ2 inh
# Entry for CC1CCN(C(=O)CCCOc2cc(=O)n(C)c3ccccc23)CC1 = -0.68	i
# Entry for COc1ccc(OCCSc2nnc(Cc3cccc4ccccc34)n2N)cc1 = -2.2	i

# Screening data from PubChem BioAssay.

# Random draw from the library; 1.9% or so of the library scored in one or more.
